TRHR enhancer: qHTS for Small Molecule Agonists and Allosteric Enhancers of Human TRH Receptor: Primary Screen for Enhancers. AID 493056, 2011. TRHR cells, fluo-8 calcium fluorescence, EC20 TRH enhancement. Thyrotropin-releasing hormone receptor (Homo sapiens), P34981. enhancement, % at 2 µM. 0.66% of 360,000 active; in the data active means enhancement above about 30%; further: 0% is about no effect
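Enhancer read-out: after compound pinning and an initial kinetic agonist-mode read, an EC20 of TRH (10 nM final) was injected and fluo-8 calcium signal (Ex 480/Em 530) followed at 1 s/cycle for 100 cycles in TRHR-expressing cells.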
IDH1 R132H inh: qHTS for Inhibitors of mutant isocitrate dehydrogenase 1 (IDH1): qHTS. IDH1-R132H enzyme, NADPH consumption, diaphorase/resazurin fluorescence. Potency, µM (series often up to 76.6 µM), for the others: at the highest dose activity change, negative = inhibition, actives largely listed as inhibitors. 0.093% of 390,000 active. AID 602179, 2012; further: potency means the concentration at half of the fitted maximal effect; on the % scale 0 is the no-effect control and ±100 the full control effect; nearly all actives have a fitted effect of over 65% in size
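IDH1-R132H (0.5 ug/mL) preincubated 30 min with compound, then NADPH (0.016 mM) and alpha-KG (2 mM) added; 80 min at RT, pH 7.5. Remaining NADPH coupled via diaphorase/resazurin to fluorescence (540/590 nm); concentration-response curves normalized to no-enzyme control.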
TRHR agonist: qHTS for Small Molecule Agonists and Allosteric Enhancers of Human TRH Receptor: Primary Screen for Agonists. Thyrotropin-releasing hormone receptor (Homo sapiens), P34981. TRHR cells, calcium flux fluo-8, FDSS agonist mode. activation, % at 2 µM. 0.18% of 360,000 active. AID 493084, 2011; in the data active means activation above about 30%; further: 0% is about no effect
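TRHR-expressing cells loaded with fluo-8 calcium dye; 23 nL library compound pin-transferred, kinetic FDSS fluorescence (Ex 480/Em 530) recorded about 180 s for agonist-induced calcium release, before a 10 nM TRH EC20 addition for potentiator mode.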
Pin1 inh: qHTS Assay to Find Inhibitors of Pin1 | Peptidyl-prolyl cis-trans isomerase NIMA-interacting 1 (Homo sapiens), Q13526 | Pin1 FP peptide displacement, HiFluor488, 10 min | Potency, µM (titrated, usually from 115 µM), without a hit: top-dose activity, negative = inhibition, usual class: inhibitors | 0.009% of 390,000 active; active means well fitted inhibition curve with a large enough effect in the polarisation, with a control signal flat, not every such curve was filed as active; inconclusive means small, poorly fitted or top-dose-only effect, or effect the other way, or a change in a side signal; inactive means no such curve, though single readings can be large or run the other way; the % refers to the polarisation; further: potency means the concentration at half of the fitted maximal effect; on the % scale 0 is the no-effect control and ±100 the full control effect
Target sequence (Q13526 whole entry, looked up): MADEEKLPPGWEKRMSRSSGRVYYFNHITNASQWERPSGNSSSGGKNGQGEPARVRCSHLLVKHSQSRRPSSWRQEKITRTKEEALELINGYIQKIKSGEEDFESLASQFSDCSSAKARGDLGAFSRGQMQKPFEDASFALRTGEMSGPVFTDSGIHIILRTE
USP1-UAF1 inh: Inhibitors of USP1/UAF1: Primary Screen; Potency, µM (series often up to 57.1 µM), inactives show top-dose activity change, negative = inhibition, actives largely listed as inhibitors; 0.23% of 390,000 active; recombinant USP1/UAF1, Ub-Rhodamine cleavage fluorescence; Ubiquitin carboxyl-terminal hydrolase 1 (Homo sapiens), O94782; further: potency means the concentration at half of the fitted maximal effect; on the % scale 0 is the no-effect control and ±100 the full control effect; nearly all actives have a fitted effect of over 60% in size; inactives centre near -12
Target sequence (O94782 whole entry, looked up): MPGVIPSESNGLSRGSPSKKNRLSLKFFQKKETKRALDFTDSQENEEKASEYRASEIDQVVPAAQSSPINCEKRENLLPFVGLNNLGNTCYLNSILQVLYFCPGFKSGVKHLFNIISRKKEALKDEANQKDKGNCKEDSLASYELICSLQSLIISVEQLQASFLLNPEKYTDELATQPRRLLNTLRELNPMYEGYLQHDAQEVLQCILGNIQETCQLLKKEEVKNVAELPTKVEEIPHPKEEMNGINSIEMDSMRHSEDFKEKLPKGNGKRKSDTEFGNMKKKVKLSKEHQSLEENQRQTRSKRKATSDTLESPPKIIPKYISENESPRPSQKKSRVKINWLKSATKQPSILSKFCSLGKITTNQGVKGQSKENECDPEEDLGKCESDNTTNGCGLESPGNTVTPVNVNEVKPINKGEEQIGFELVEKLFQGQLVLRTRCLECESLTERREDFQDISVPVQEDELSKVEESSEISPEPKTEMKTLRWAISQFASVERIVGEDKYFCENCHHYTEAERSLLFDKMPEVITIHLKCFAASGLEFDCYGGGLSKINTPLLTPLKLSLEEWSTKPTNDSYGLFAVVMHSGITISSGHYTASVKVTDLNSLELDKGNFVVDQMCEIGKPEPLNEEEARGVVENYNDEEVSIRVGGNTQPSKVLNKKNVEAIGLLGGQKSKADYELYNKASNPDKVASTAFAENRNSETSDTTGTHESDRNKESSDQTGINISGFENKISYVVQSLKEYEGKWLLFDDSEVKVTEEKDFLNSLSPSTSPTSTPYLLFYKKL
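USP1/UAF1 complex (1 nM) preincubated 15 min at room temperature with compound, then Ub-Rho substrate (150 nM final) added. Kinetic fluorescence at 480/540 nm over 6 reads at 60 s intervals; 50 mM HEPES pH 7.8, 0.5 mM EDTA, 0.1 mg/ml BSA, 1 mM TCEP, 0.01% Tween-20.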
TrxR1 substrate: qHTS Assay for Substrates of Mammalian Selenoprotein Thioredoxin Reductase 1 (TrxR1): qHTS; Thioredoxin reductase 1, cytoplasmic (Rattus norvegicus), O89049; purified TrxR1 substrate turnover, NADPH consumption readout; Potency, µM (series often up to 114 µM), inactives show top-dose activity change, negative = substrate turnover; 0.01% of 390,000 active; further: potency means the concentration at half of the fitted maximal effect; on the % scale 0 is the no-effect control and ±100 the full control effect; nearly all actives have a fitted effect of over 50% in size
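Rat TrxR1, dispensed at 90 nM, was prereduced with 400 uM NADPH (final) for 5 min at ~22 deg C, then incubated with compound 15 min before 400 uM selenite. A first-read NADPH fluorescence drop versus no-compound background flagged substrates.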
D2 antagonist: HTS Assay for Allosteric Antagonists of the Human D2 Dopamine Receptor: Primary Screen for Antagonists | HEK293 TREx D2 cells, calcium flux, dopamine EC80 | inhibition, % at 10 µM | 2% of 340,000 active; in the data active means inhibition above about 30%; further: 0% is about no effect
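Dopamine at EC80 is the agonist stimulus; test compounds precede it by 180 s. Calcium flux read kinetically in a force-coupled, inducible HEK293 T-REx D2 cell line.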
rTrxR1 inhibitor: qHTS Assay for Inhibitors of Mammalian Selenoprotein Thioredoxin Reductase 1 (TrxR1): qHTS | recombinant rTrxR1, NADPH fluorescence consumption, selenite substrate | Potency, µM (series often up to 114 µM), inactives show top-dose activity change, negative = inhibition, most hits filed as inhibitors | 1% of 390,000 active | AID 588453, 2011; further: potency means the concentration at half of the fitted maximal effect; on the % scale 0 is the no-effect control and ±100 the full control effect; nearly all actives have a fitted effect of over 65% in size
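Rat TrxR1 (90 nM in the dispensed reagent) was pre-reduced with 400 uM NADPH for 5 min at room temperature, then incubated with compound for 15 min. After 400 uM selenite was added, NADPH fluorescence (Ex 340/Em 450 nm) was followed for 8 min.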
D2 ag: HTS Assay for Allosteric Agonists of the Human D2 Dopamine Receptor: Primary Screen for Agonists. D(2) dopamine receptor (Homo sapiens), P14416. HEK293 T-REx D2 cells, calcium flux agonist mode. activation, % at 2 µM. 0.53% of 340,000 active. AID 485358, 2010;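 active means activation over 3 SD above normal in the single-dose calcium agonist read, cut at about 30% in these data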; further: 0% is about no effect
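Tetracycline-induced HEK293 Trex cells with D2 receptor force-coupled to calcium signaling, plated overnight at 30 C and loaded with no-wash calcium dye. Calcium flux read kinetically for 180 s after compound addition; responses flag agonists.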
* = called active by the depositor; ? = inconclusive; . = not tested or not shown; & = joins results of further samples; [ ] = another dose, or the depositor's remark. Unless noted, the call rests on the fitted dose curve; in most records, active means well fitted inhibition curve with a large enough effect; inconclusive means small, poorly fitted or top-dose-only effect; inactive means no such curve, though single readings can be large or run the other way. Only part of the results is shown; count on the stated rates, not on these rows.

SMILES	TRHR enhancer	IDH1 R132H inh	TRHR agonist	Pin1 inh	USP1-UAF1 inh	TrxR1 substrate	D2 antagonist	rTrxR1 inhibitor	D2 ag
CCCNC(=S)NCCN1CCCCC1	-2	2%	-0.1	-5%	-10%	-7%	-17	-2%	0.5
Cc1ccc(NC(=O)Cc2ccc3c(c2)OCCO3)cc1S(=O)(=O)N1CCCCC1	1	-4%	0.3	25%	-17%	0%	-12	29%	-0.6
CC1=CC=CC2=NC(=O)CC(C)(C(=O)N(CC(=O)NC3CCCC3)c3ccc(F)cc3)N12 (configuration not stated)	-3	0%	0.5	-2%	-12%	152%[activator][57.1 µM]	13	10%[57.1 µM]	0.1
N#CCCN(Cc1cccnc1)C(=S)NC(=O)c1ccc(S(=O)(=O)N2CCCC2)cc1	0	4%	0.1	-6%	-13%	-7%	-19	-10%[57.1 µM]	4.4
Cc1cccc(NC(=O)Cn2c(=O)n(Cc3ccco3)c(=N)c3c4c(sc32)COC(C)(C)C4)c1	7	-2%	0.3	11%	-11%	-4%[57.1 µM]	-3	4%[57.1 µM]	0.7
COC(=O)c1ccc(S(=O)(=O)NNC(=O)c2ccc(S(=O)(=O)N3CCCCC3)cc2)cc1	-2	0%	0.1	-10%	-1%	-11%	-1	12%	-0.2
Cc1ccc(NC(=O)CCSc2nnc3ccccn23)cc1	-4	-10%	-0.9	-2%	-2%	34%	-11	-7%[57.1 µM]	-0.5
COc1ccc(CN(C(=O)c2cc(=O)c3cc(C)cc(C)c3o2)C2CCS(=O)(=O)C2)cc1 (configuration not stated)	2	3%	-0.2	0%	-3%	-1%	22	5%	-0.7
CCC(=O)Nc1ccc(Cl)c(NC(=O)C(C)C)c1	1	-12%	-0.2	4%	1%	2%	-11	13%[57.1 µM]	0.6
CCOC(=O)C1CCCN(S(=O)(=O)c2c(C)[nH]c(C)c2C(=O)N2CCCC2)C1 (configuration not stated)	-3	-5%	-0.4	5%	-23%	4%	-3	11%	0.1

An excerpt from above, reduced to Pin1 inh and D2 ag.
SMILES,Pin1 inh,D2 ag
COC(=O)c1ccc(S(=O)(=O)NNC(=O)c2ccc(S(=O)(=O)N3CCCCC3)cc2)cc1,-10%,-0.2
Cc1ccc(NC(=O)CCSc2nnc3ccccn23)cc1,-2%,-0.5

(further entries)
SMILES	TRHR enhancer	IDH1 R132H inh	TRHR agonist	Pin1 inh	USP1-UAF1 inh	TrxR1 substrate	D2 antagonist	rTrxR1 inhibitor	D2 ag
Cc1cccc(NC(=O)N2CCc3c(sc4c3CCCC4)C2c2ccc(F)cc2)c1 (configuration not stated)	0	-21%	1.7	1%	-6%	-2%[57.1 µM]	.	20%[57.1 µM]	9.5
CN(C)S(=O)(=O)c1ccc(/C(O)=C2/C(=O)C(=O)N(CCN3CCCCC3)C2c2cccnc2)cc1 (configuration not stated)	.	-2%	.	-4%	-7%	-1%	.	1%	.
CCn1c(CNc2ccc(C(=O)O)cc2)nc2ccccc21	-4	-1%	0.5	-2%	-15%	11%	-10	11%	-0.8
CC(=O)c1cccc(NC(=O)c2cc(-c3ccncc3)nc3ccccc23)c1	1	-4%	0.6	3%	-3%	-12%	-17	-2%	1.4
CCOc1ncccc1C(=O)N1CCN(c2cccc(C)c2C)CC1	-1	1%	-0.3	3%	1%	6%[57.1 µM]	-16	8%[57.1 µM]	12
COc1ccc(OC)c(C(C)NC(C)=O)c1 (configuration not stated)	-7	-5%	0.6	-3%	-3%	1%	.	-1%	.
COc1ccc(/C=C2\CCOC2=O)cc1	-3&-3	5%	-1.6&0.7	-2%	-20%	-5%	13&-3	2%	-1.0&-0.3
CN(C)S(=O)(=O)c1ccc(N2CCCC2)c(C(=O)NC2CCCCC2)c1	-4	-12%	0.1	-10%	-20%	-1%[57.1 µM]	5	1%[57.1 µM]	0.4
CCOC(=O)N1CCN(S(=O)(=O)c2ccc3c(c2)SC(C)C(=O)N3)CC1 (configuration not stated)	-7	-1%	0.6	1%	-25%	9%[57.1 µM]	-14	11%[57.1 µM]	0.5
COc1ccc(C(=O)NCC(=O)OCc2c(Cl)cccc2Cl)cc1OC	7	0%	-0.1	0%	-5%	2%[57.1 µM]	.	2%[57.1 µM]	.
CC(=O)c1c(C)[nH]c(C(=O)NCc2ccccc2Cl)c1C	34*	11%	-0.4	16%	-3%	5%	-8	20%	0.4
Cc1cc([N+](=O)[O-])cc2c1NC(c1ccccn1)C1CC=CC21 (configuration not stated)	1	4%	0.4	?	-28%	0%	6	?	-0.5
NC(=O)NC(CC(=O)Nc1cccnc1)c1cccc(Br)c1 (configuration not stated)	-4	-3%	0.4	11%	-14%	0%	19	9%	0.7
OCCN(CCO)c1ccc2ccccc2c1	7	-8%	-0.6	-8%	-22%	144%[activator]	-19	?	1.0
CCCCc1c(O)nc(SCC(=O)Nc2cccc3ccccc23)n(-c2ccccc2OC)c1=O	5	-6%	0.3	6%	-20%	0%	-5	10%	0.1
CC1=C(C(=O)Nc2ccc(C)cn2)C(c2cnn(C)c2)C2=C(CCCC2=O)N1 (configuration not stated)	2	-4%	0.2	-7%	-5%	46%[activator]	-2	5%	-7.2
CCOC(=O)C(C)n1ncn2cccc2c1=O (configuration not stated)	10	-1%	0.5	-5%	-6%	-4%	26	-3%	1.9
O=C(CCc1ccccc1)N/N=C/c1cc(Br)ccc1O	-1	-3%	-0.5	6%	6%	-3%	2	1%	-2.4
CCN(c1ccccc1)c1ccc2cc(S(=O)(=O)N3CCCC3)ccc2n1	4	-6%	0.2	-6%	-11%	13%[57.1 µM]	.	35%[57.1 µM]	0.5
COC(=O)C1CSC(C(=O)OC)N1C(=O)CN1CCN(c2ccccc2)CC1 (configuration not stated)	0	5%	-0.2	-3%	-14%	-15%[57.1 µM]	.	30%[57.1 µM]	.
O=C(NC1CC1)c1cccc(NC(=O)c2cnn(-c3ccccc3)n2)c1	.	3%	.	-5%	-9%	-6%	.	-12%	.
CCOc1ccc(C(=O)NC(=S)NCCCN2CCOCC2)cc1	-6	-5%	-0.1	1%	-9%	-10%	1	?	0.0
S=C(NCc1ccc(Cl)cc1)N1CCN(c2ccccn2)CC1	-5	2%	-0.4	1%	-3%	-3%[57.1 µM]	3	0%[57.1 µM]	0.0
O=C(NC(=S)NNS(=O)(=O)c1ccccc1)c1ccc([N+](=O)[O-])cc1	4	6%	-0.3	6%	-20%	-11%	8	14µM*	0.2
O=C(CN1CCc2ccccc2C1)Nc1cccc(S(=O)(=O)N2CCOCC2)c1	6	1%	0.5	-2%	-6%	-11%	-6	-7%	9.3
Cc1ccc(OCCOCCNC(C)C)c(Br)c1	13	6%	0.1	-1%	-6%	1%	-20	-8%	-0.2
COCCCNC(=O)c1cc2c(s1)CS(=O)(=O)C2	3	8%	0.6	-5%	2%	7%	-1	15%	-0.6
Cc1ccc(C(CNS(=O)(=O)c2cc(F)ccc2F)N2CCN(C)CC2)cc1 (configuration not stated)	4	8%	-0.7	0%	-3%	-4%	-1	3%	0.5
CCN1C(=O)[C@H]2[C@@H](c3ccc(-c4cccc(Cl)c4)c(OC)c3)N[C@@](CC(C)C)(C(=O)OC)[C@H]2C1=O	-1	-3%	0.7	4%	-20%	13%[57.1 µM]	0	4%[57.1 µM]	1.2
COc1ccccc1C(=O)NCC(=O)OC(C)C(=O)NC(=O)NC1CCCCC1 (configuration not stated)	-1	3%	-0.3	3%	-10%	-8%	1	-10%	-0.2
Cc1cc(O)ccc1NS(=O)(=O)c1ccc2c3c(cccc13)C(=O)N2	10	7%	-0.3	0%	-6%	4%	-12	8%	0.2
C[C@H](CO)N1C[C@H](C)[C@@H](CN(C)S(=O)(=O)c2ccc(F)cc2)Oc2c(NC(=O)c3ccncc3)cccc2C1=O	.	1%[38.3 µM]	.	-5%	-12%	-4%	.	-10%	.
CC(=O)Nc1cccc(-c2cnc3ccccc3n2)c1	0	9%	-0.5	5%	-9%	-1%	.	-5%	.
COc1ccc(OCc2nc(N)nc(Nc3ccc(C)cc3)n2)cc1	2	1%	-0.3	-2%	-22%	6%[57.1 µM]	-1	-3%[57.1 µM]	0.3
CCN1CCCc2cc(CN(CCN3CCOCC3)C(=S)Nc3cccc(C)c3)ccc21	-6	1%	-0.1	1%	-7%	-8%	-1	-9%	-0.3
O=c1[nH]c(CN2CCCC2)nc2sc3c(c12)CCC3	3	16%	0.9	4%	-23%	19%[57.1 µM]	-12	-22%[57.1 µM]	1.0
COc1ccc(C)cc1NC(=O)CCC(=O)Nc1nnc(C2CCCCC2)s1	-2	-7%	0.3	0%	-20%	0%	12	28%	-0.1
Cn1c(=O)c2nc(SCc3ccccc3)n(C)c2n(C)c1=O	.	1%	.	-2%	-23%	11%[57.1 µM]	.	2%[2.29 µM]	.
CCOc1ccc(NC(=O)c2cc([N+](=O)[O-])ccc2N2CCOCC2)cc1	5	0%	0.0	1%	0%	-4%	-2	-9%	-1.1
